EPAC1 antag: qHTS for Antagonist of cAMP-regulated guanine nucleotide exchange factor 3 (EPAC1): primary screen; Rap guanine nucleotide exchange factor 3 (Homo sapiens), O95398; EPAC1 GEF assay, Rap1b-BODIPY-GDP exchange fluorescence; Potency, µM (highest dose often 115 µM), inactives show at the highest dose activity change, negative = inhibition, most hits filed as inhibitors; 0.14% of 360,000 active; AID 720709, 2013;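 also: potency is read from the fitted curve at half-maximal effect; plate controls were vehicle for no effect and positive control for full effect; nearly all actives have a fitted effect of over 50% in size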
PLK1 PBD block: qHTS for Inhibitors of PLK1-PDB (polo-like kinase 1 - polo-box domain): Primary Screen | Plk1 PBD binding of FITC phosphopeptide, fluorescence polarization | Potency, µM, for inactives: max response, negative = inhibition, most hits filed as inhibitors | 2.8% of 360,000 active | AID 720504, 2013; also: potency is read from the fitted curve at half-maximal effect; series mostly up to about 57 µM; % is scaled to controls: 0 for no effect and ±100 for the full control effect; nearly all actives have a fitted effect of over 65% in size
Target sequence (P53350 whole entry, looked up, the tested form may be a part): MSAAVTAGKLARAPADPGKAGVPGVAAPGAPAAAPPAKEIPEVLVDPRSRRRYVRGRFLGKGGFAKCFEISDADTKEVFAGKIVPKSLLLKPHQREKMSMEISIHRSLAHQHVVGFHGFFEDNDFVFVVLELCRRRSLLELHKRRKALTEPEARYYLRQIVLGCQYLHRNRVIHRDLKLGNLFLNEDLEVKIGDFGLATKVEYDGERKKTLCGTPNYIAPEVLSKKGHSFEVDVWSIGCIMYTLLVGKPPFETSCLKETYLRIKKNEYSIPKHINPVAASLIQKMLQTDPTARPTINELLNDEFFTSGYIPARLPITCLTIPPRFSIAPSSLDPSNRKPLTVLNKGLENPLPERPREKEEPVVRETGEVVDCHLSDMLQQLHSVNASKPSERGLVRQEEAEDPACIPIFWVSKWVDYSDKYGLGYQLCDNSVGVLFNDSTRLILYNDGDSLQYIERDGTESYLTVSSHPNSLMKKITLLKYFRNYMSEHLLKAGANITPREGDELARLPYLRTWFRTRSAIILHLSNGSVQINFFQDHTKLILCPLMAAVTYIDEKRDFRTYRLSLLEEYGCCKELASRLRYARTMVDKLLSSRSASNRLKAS
aSyn rescue: qHTS of alpha-syn Inhibitors; Yeast expressing alpha-synuclein, growth rescue, BacTiter-Glo, 24 h; Potency, µM (highest dose often 46.1 µM), inactives show top-dose growth rescue (activation), usual class: activators; 0.14% of 370,000 active; AID 652106, 2013; also: potency is read from the fitted curve at half-maximal effect; % of control where 0% means no effect; nearly all actives have a fitted effect of over 65% in size
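Galactose-induced alpha-syn yeast (OD600=0.02, raffinose-pregrown) + pinned cpd, 24 hr, 30 deg C; growth by BacTiter-Glo luminescence. Growth restoration scores as activation.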
IL-2 act: qHTS of IL-2 Activators; IL-2 activation reporter assay, cell-based qHTS; stimulated with anti-CD3/CD4/CD28 beads; in transgenic mouse T cells; activation, % (series mostly up to about 46 µM); 0.065% of 360,000 active; in the data active = activation above about 50%; inconclusive = mostly about 30% to 49%; also: 0% is about no effect
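Quantitative HTS in unstimulated transgenic mouse T cells, with memory T cells as non-tolerant control and PMA/ionomycin as tolerance-bypass control. Compound pretreatment lasted 60 minutes before 18 h bead stimulation; EGFP/DsRed fluorescence read.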
EPAC1 agonist: qHTS for Agonist of cAMP-regulated guanine nucleotide exchange factor 3 (EPAC1): primary screen. Rap guanine nucleotide exchange factor 3 (Homo sapiens), O95398. EPAC1 agonist qHTS, biochemical assay; response scale: 100% = response to 6.5 mM cAMP. Potency, µM (highest dose often 154 µM), inactives show at the top dose activation, actives largely listed as activators. 0.073% of 360,000 active. AID 720707, 2013; also: potency is read from the fitted curve at half-maximal effect; nearly all actives have a fitted effect of over 60% in size
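Compounds were pinned as a concentration titration into mixtures of EPAC1 (100 nM), BODIPY-GDP-loaded Rap1B (250 nM) and GDP (50 uM). After 5 min at room temperature, fluorescence was followed for 30 min; activity was scaled to 6.5 mM cAMP.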
FUS suppressor: qHTS for Suppressors of FUS Proteinopathy: Primary screen using FUS-linked yeast assay. 0.24% of 390,000 active. AID 1347120, 2019. Potency, µM (series often up to 76.6 µM), for the others: top-dose growth rescue (activation), hits mostly activators. S. cerevisiae FUS-expressing, growth rescue, OD600, 24 h;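 also: potency is read from the fitted curve at half-maximal effect; plate controls were DMSO vehicle for no effect and reference control for full effect; nearly all actives have a fitted effect of over 55% in size; some results filed as inactive show a strong effect at the top dose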
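Steps: raffinose overnight preculture; dilution to OD 0.005 in 2% galactose minimal medium; compound addition (concentration series); 24hr at 30C, 99% humidity; absorbance read at 600 nm.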
Abeta rescue: qHTS for compounds that reverse cellular toxicity of Amyloid beta (A-beta) peptide in yeast: Primary Screen. 0.063% of 410,000 active. Potency, µM (series often up to 46.1 µM), for inactives: at the highest dose growth rescue, actives largely listed as activators. AID 1347071, 2019. yeast expressing A-beta42, growth rescue, OD600, 48 h; response scale: 0% DMSO, 100% iron-clioquinol control; also: potency is read from the fitted curve at half-maximal effect; nearly all actives have a fitted effect of over 55% in size
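Yeast A-beta toxicity model in growth medium with pinned compounds, 48 h at 30 C; growth read as absorbance at 600 nm. Normalized to FeCl3/clioquinol equimolar mix (positive) and DMSO (negative).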
PI5P4Ka inh: qHTS for Inhibitors of phosphatidylinositol 5-phosphate 4-kinase (PI5P4K); AID 652105, 2013; Phosphatidylinositol 5-phosphate 4-kinase type-2 alpha (Homo sapiens), P48426; max response, %; 1.2% of 330,000 active; PI5P4Kalpha enzyme, ADP-Glo luminescence, 60 min; hits give low values; active = max response of -50% or lower; inconclusive = between -30% and -50%; inactive = -30% or higher; also: value at the top dose of about 77 µM; % is scaled to controls: 0 for no effect and ±100 for the full control effect
Target sequence (P48426 whole entry, looked up): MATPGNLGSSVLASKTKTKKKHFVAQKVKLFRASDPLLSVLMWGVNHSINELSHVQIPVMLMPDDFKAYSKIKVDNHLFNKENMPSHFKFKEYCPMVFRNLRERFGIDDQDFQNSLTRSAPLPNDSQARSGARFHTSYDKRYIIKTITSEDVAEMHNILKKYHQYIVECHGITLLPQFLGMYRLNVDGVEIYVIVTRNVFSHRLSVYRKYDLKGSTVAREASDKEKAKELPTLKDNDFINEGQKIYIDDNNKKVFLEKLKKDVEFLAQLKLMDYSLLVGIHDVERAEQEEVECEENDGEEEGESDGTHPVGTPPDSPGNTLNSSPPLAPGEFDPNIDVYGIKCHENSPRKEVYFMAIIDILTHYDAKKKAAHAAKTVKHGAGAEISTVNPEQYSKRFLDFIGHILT
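Enzyme plus substrate dispensed, test compounds pinned in, then ATP (5 microM final) added. After 60 min at RT, ADP-Glo reagent 1 for 45 min and reagent 2 for 30 min preceded luminescence imaging.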
WRN helicase inh: qHTS for Inhibitors of WRN Helicase | Bifunctional 3'-5' exonuclease/ATP-dependent helicase WRN (Homo sapiens), Q14191 | WRN helicase unwinding, fluorescent forked duplex, kinetic | Potency, µM (titrated, usually from 114 µM), for the others: at the top dose activity change, negative = inhibition, actives largely listed as inhibitors | 0.46% of 360,000 active | AID 651768, 2012; also: potency is read from the fitted curve at half-maximal effect; % is scaled to controls: 0 for no effect and ±100 for the full control effect; nearly all actives have a fitted effect of over 55% in size
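Fluorescence dequenching readout, ex 525 nm/em 598 nm, kinetic mode: forked duplex DNA (100 nM final) with adjacent fluorophore and quencher unwound by WRN (20 nM final) with 2 mM ATP. Compound preincubation 15 min, room temperature.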
* hit, by the source's call; u = inconclusive; x = not tested or not shown; [ ] = remark or other dose. Unless noted, calls follow the shape of the dose curve; as a rule, active = well fitted curve in the direction sought with a large enough effect; inconclusive = small, poorly fitted or top-dose-only effect, or another doubt; inactive = no such curve, though single readings can be large; an effect the other way counts as inactive or inconclusive. Compounds as they come; about 4.1% have a hit in one of these screens.

nr	compound	aSyn rescue	Abeta rescue	EPAC1 antag	IL-2 act	EPAC1 agonist	FUS suppressor	WRN helicase inh	PI5P4Ka inh	PLK1 PBD block
1	COc1ccc(CC(=O)Nc2nnc(SCC(=O)NCc3ccco3)s2)cc1OC	-2%	-6%	-1%	0.9	14%	21%	-5%	1	-2%
2	C=CCn1c(SCC(=O)Nc2cccc(OC)c2)nnc1-c1cccnc1	-5%	24%	-11%	0.1	-11%	-10%	4%	2	1%
3	O=C(Cc1ccc(Br)cc1)N1CCCCCC1	10%	2%	-12%	0.4	4%	7%	-3%	-3	-3%
4	COCCN(C(=O)CSc1nnc(-c2ccc(C(C)(C)C)cc2)n1N)c1c(N)n(CC(C)C)c(=O)[nH]c1=O	-3%	8%	3%	0.5	-7%	25%	-3%	1	-5%
5	COCCNC(=O)C(c1ccc(O)cc1)N(C(=O)CCC(=O)Nc1nccs1)c1ccc(C)cc1 (stereo not drawn)	3%	4%	16%	0.6	0%	16%	11%	3	2%
6	O=C(O)Cn1cnc2c(OCc3ccccc3)ncnc21	0%	-8%	-8%	-0.3	-11%	-28%	-1%	-5	-9%
7	CCCCNC(=O)c1cc(-c2ccccc2)sc1N	6%	10%	-6%	-0.1	0%	u	-2%	u	-30%
8	COc1cccc(N2CC(C(=O)Nc3nnc(SCC(=O)NC4CCCC4)s3)CC2=O)c1 (stereo not drawn)	-1%	-3%	15%	-1.8	-3%	x	-36%	u	-23%
9	NC(=O)c1ccc(CN2CCc3ccccc3C2)cc1	4%	-5%	-1%	7.3	0%	2%	3%	4	3%
10	CCOC(=O)C1=NOC2(C1)C(=O)Nc1c(Cl)cccc12 (stereo not drawn)	-1%	-11%	-22%	-1.0	-9%	-3%	2%	4	3%
11	COC(=O)c1ccc(CNC(=O)c2coc3ccccc3c2=O)cc1	1%	-6%	-3%	1.9	7%	3%	-8%	-7	-7%
12	CC(NC(=O)c1cc(COc2ccc(-n3cncn3)cc2)on1)c1ccc(F)cc1 (stereo not drawn)	6%	-5%	10%	-2.8	-1%	-11%	5%	1	0%
13	Cc1cc(C)c(C=NNc2nc3c([nH]2)c(=O)n(C)c(=O)n3C)c(C)c1	-13%	-4%	-2%	-0.4	6%	0%	4%	1	-11%
14	CN(CC(=O)Nc1ccc(N2CCOCC2)cc1)C(=O)c1cc2c(s1)CCCC2	-3%	-21%	15%	-0.3	6%	-7%	10%	2	2%
15	O=c1[nH]nc(-c2ccc(F)cc2)cc1Cc1cccs1	4%	-28%	-13%	-1.3	1%	0%	1%	-10	3%
16	NS(=O)(=O)c1ccc(CCNC(=O)c2cccc([N+](=O)[O-])c2)cc1	-3%	1%	2%	-1.8	4%	7%	1%	0	-3%
17	CCCCNC(=O)NS(=O)(=O)c1ccc(NC(=O)CCC(=O)c2cccs2)cc1	5%	11%	-1%	-0.3	12%	14%	-12%	7	-3%
18	O=C(NCc1ccco1)c1cc2nc(-c3ccc4c(c3)OCO4)cc(C(F)(F)F)n2n1	18%	0%	-2%	-1.6	7%	35%	-14%	0	-14%
19	Cn1c(CSc2nc3ccccc3s2)nnc1SCC(=O)NCc1ccccn1	2%	-20%	2%	-0.5	-4%	-3%	-3%	2	-12%
20	CCc1ccccc1Nc1nn2c(=O)c3ccc(C(=O)NCc4ccccn4)cc3nc2s1	3%	1%	u	-5.6	7%	18%	-18%	5	u
21	N#Cc1ccccc1OCC(=O)OCC(=O)N1CCCC1	-2%	-5%	-6%	-0.6	0%	-19%	4%	2	-10%
22	CC(C)CC1C(=O)N(Cc2cn(Cc3ccco3)nn2)CCS(=O)(=O)N1Cc1ccc(-c2ccncc2)cc1 (stereo not drawn)	-9%	-5%	-9%	-1.5	-2%	7%	-1%	-14	-6%
23	CC1CCN(S(=O)(=O)c2ccc(C(=O)Nc3ccccc3-c3nc4ccccc4[nH]3)cc2)CC1	-2%	-11%	12%	-4.0	2%	x	3%	-6	-18%
24	CCOC(=O)C(=CNc1cscc1S(=O)(=O)C(C)C)C(=O)OCC	-3%	-6%	24%	-0.9	2%	24%	0%	1	-11%
25	COc1ccc(NC(=O)N2C3CCCC2CC(NC(=O)c2ccccc2)C3)cc1 (stereo not drawn)	3%	11%	-17%	0.3	7%	10%	0%	3	-7%
26	Cc1nc2c(C(=O)NCc3ccc4c(c3)OCO4)c[nH]n2c(=O)c1Cl	-3%	-2%	-8%	1.2	3%	38%	-28%	x	u
27	ON(Cc1c(F)cccc1Cl)Cc1c(F)cccc1Cl	0%	20%	-7%	1.0	-1%	-2%	-3%	-2	-7%
28	O=C(O)CC1C(=O)NCCN1Cc1ccc(F)c(F)c1 (stereo not drawn)	-4%	-4%	u	1.8	2%	-20%	1%	-3	-2%
29	CN(C)C=Nc1ncc2c3ccccc3n(Cc3ccccc3)c2c1C#N	-1%	-4%	-7%	-2.3	12%	-23%	-7%	7	-6%
30	COc1ccccc1NC(=O)CSc1ncnc2c1oc1ccccc12	5%	-6%	-2%	-1.6	0%	5%	4%	x	-9%
31	c1csc(-c2nn3cnnc3c3ccccc23)c1	-1%	-35%[inhibitor]	0%	-0.2	1%	20%	-14%	-13	-5%
32	COC(=O)c1c(NC(=O)C(C)C)sc2c1CCN(Cc1ccccc1)C2	0%	5%	-7%	-1.7	5%	-19%	-3%	2	1%
33	O=C(COC(=O)c1cccc(C(=O)OCC(=O)c2ccc(Br)cc2)n1)c1ccc(Br)cc1	1%	9%	-17%	4.8	4%	20%	-6%	6	-4%
34	O=[n+]1cc(-c2ccc(Cl)cc2)n([O-])c2c1CCC2	-1%	-16%	-7%	1.8	3%	13%	-30%	9	u
35	O=C(Cn1c(SCC(=O)N2CCc3ccccc32)nc2ccccc21)NC1CCCC1	-11%	-10%	0%	-0.6	-7%	u	-10%	8	-3%
36	CC(C)=CCNc1ncnc2c1c(C#N)cn2C1OC(CO)C(O)C1O (stereo not drawn)	2%	-3%	10%	-3.0	5%	x	6%	14	1%
37	C[C@@H]1CN(C(=O)c2cc(COc3cccc(C(F)(F)F)c3)on2)C[C@H](C)O1	-6%	0%	-7%	-2.9	-5%	x	-3%	11	-1%
38	CCOc1ccccc1NC(=O)C(CC)Sc1nc2ccsc2c(=O)n1CCC(=O)O (stereo not drawn)	-3%	-5%	-7%	-0.4	-8%	14%	2%	7	-5%
39	CN(CC(O)COCc1ccccc1F)C1CCCCC1 (stereo not drawn)	-3%	2%	-33%	2.9	3%	-18%	-2%	4	-3%
40	CCCCCCCCCCC[C@@H](C[C@@H]1OC(=O)[C@H]1CCCCCC)OC(=O)[C@H](CC(C)C)NC=O	0%	-7%	-6%	-0.2	-32%[inhibitor]	9%	0%	14	-6%
41	CN1CCN(S(=O)(=O)c2ccc(NN)nc2)CC1	3%	13%	1%	5.9	-2%	x	-6%	2	3%
42	O=S(=O)(Nc1cccc(-n2cnnn2)c1)c1cnc(Cl)c(Cl)c1	1%	-10%	-6%	0.1	-20%	-18%	7%	4	3%
43	Cc1nn(S(=O)(=O)N(C)C)c(C)c1CN1C(=O)c2ccccc2C1=O	0%	1%	-2%	-2.1	13%	-9%	-6%	x	-19%
44	CCC(CC)NC(=O)C1CC(=O)N(CCc2ccc(F)cc2)C1 (stereo not drawn)	6%	-15%	0%	0.0	1%	-4%	11%	-6	-8%

For convenience, some entries already given:
nr	compound	aSyn rescue	Abeta rescue	EPAC1 antag	IL-2 act	EPAC1 agonist	FUS suppressor	WRN helicase inh	PI5P4Ka inh	PLK1 PBD block
34	O=[n+]1cc(-c2ccc(Cl)cc2)n([O-])c2c1CCC2	-1%	-16%	-7%	1.8	3%	13%	-30%	9	u
35	O=C(Cn1c(SCC(=O)N2CCc3ccccc32)nc2ccccc21)NC1CCCC1	-11%	-10%	0%	-0.6	-7%	u	-10%	8	-3%
36	CC(C)=CCNc1ncnc2c1c(C#N)cn2C1OC(CO)C(O)C1O (stereo not drawn)	2%	-3%	10%	-3.0	5%	x	6%	14	1%
37	C[C@@H]1CN(C(=O)c2cc(COc3cccc(C(F)(F)F)c3)on2)C[C@H](C)O1	-6%	0%	-7%	-2.9	-5%	x	-3%	11	-1%
38	CCOc1ccccc1NC(=O)C(CC)Sc1nc2ccsc2c(=O)n1CCC(=O)O (stereo not drawn)	-3%	-5%	-7%	-0.4	-8%	14%	2%	7	-5%
39	CN(CC(O)COCc1ccccc1F)C1CCCCC1 (stereo not drawn)	-3%	2%	-33%	2.9	3%	-18%	-2%	4	-3%
40	CCCCCCCCCCC[C@@H](C[C@@H]1OC(=O)[C@H]1CCCCCC)OC(=O)[C@H](CC(C)C)NC=O	0%	-7%	-6%	-0.2	-32%[inhibitor]	9%	0%	14	-6%

Screens (PubChem)
